From PubChem BioAssay
Her2 expr inh – inhibitors of Her2 protein expression, primary screen, SKBR-3 cells, AlphaScreen, 66K library. Receptor tyrosine-protein kinase erbB-2 (Homo sapiens), P04626. SKBR-3 HER2 protein level, 18-24 h; stronger effect = lower value. HER2 level % of control, % at 10 µM. 0.69% of 65,000 active;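 active = HER2 level under 5% of the carrier-only control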;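 note: 100% = DMSO carrier and 0% = 500 nM PU-H71 HSP90 inhibitor; lower value means stronger loss of Her2 protein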
TNAP act mid DEA – human TNAP enzyme activators, primary screen, biochemical, luminescent, intermediate phosphate acceptor level | AID 813, 2007 | 64,000 tested, under 10 active | purified TNAP, CDP-star luminescence, 100 mM DEA, 30 min; stronger effect = higher value; scale: 0 levamisole-inhibited, 1 vehicle-only enzyme | Alkaline phosphatase, tissue-nonspecific isozyme (Homo sapiens), P05186 | activation factor at 20 µM;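 active = activation factor of at least 2 at 20 µM, relative to controls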
Target sequence (P05186 whole entry, looked up): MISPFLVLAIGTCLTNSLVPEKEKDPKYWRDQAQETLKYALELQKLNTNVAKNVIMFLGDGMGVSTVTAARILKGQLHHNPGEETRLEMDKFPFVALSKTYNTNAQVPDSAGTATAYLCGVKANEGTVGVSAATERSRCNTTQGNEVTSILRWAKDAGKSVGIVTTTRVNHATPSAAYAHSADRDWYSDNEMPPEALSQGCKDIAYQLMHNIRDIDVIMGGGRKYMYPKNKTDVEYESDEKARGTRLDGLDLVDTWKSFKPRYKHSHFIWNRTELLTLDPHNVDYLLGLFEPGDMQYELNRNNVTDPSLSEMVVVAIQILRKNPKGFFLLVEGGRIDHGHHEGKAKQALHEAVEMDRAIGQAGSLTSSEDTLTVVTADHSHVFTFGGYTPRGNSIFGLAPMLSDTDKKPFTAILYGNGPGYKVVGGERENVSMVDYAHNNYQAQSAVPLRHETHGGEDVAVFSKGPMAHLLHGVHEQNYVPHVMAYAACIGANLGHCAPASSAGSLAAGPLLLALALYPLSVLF
DUSP1 inh – MKP-1 phosphatase inhibitors, primary screen, biochemical, in vitro | Dual specificity protein phosphatase 1 (Homo sapiens), P28562 | recombinant MKP-1, OMFP hydrolysis fluorescence | inhibition, %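 (compounds tested at a single concentration somewhere between 10 and 100 µM)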 | 0.15% of 65,000 active | AID 374, 2006;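 active = inhibition above about 50%, limit read from the data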;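 note: 0% = DMSO max control wells and 100% = wells with enzyme stopped by NaOH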
RORA act – activators of orphan receptor RORA, primary screen, cell-based, luminescence. CHO-K1 Gal4-RORA LBD luciferase reporter; percent increase over mock-subtracted basal signal. AID 560, 2006. activation, % at 10 µM. Nuclear receptor ROR-alpha (Homo sapiens), P35398. 1.5% of 65,000 active;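 active = activation above the mean of all tested compounds plus 3 SD, cut at about 49% in these data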;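 note: 0% = DMSO-treated RORA cells and 100% = added signal equal to DMSO minus mock-transfected cells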
SF1 activator – activators of human SF-1, primary screen, cell-based, CHO-K1, Gal4-SF-1 LBD, luciferase luminescence; CHO-K1 Gal4-SF-1 LBD luciferase reporter; % increase over DMSO SF-1-specific signal; activation, % at 10 µM; 1.9% of 65,000 active; AID 522, 2006;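 active = activation above the mean activation of all tested compounds plus 3 SD, cut at about 50% in these data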
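Test system: CHO-K1 cells with Gal4–hSF-1 LBD chimera plus Gal4-driven luciferase; Input: 4,000 cells/well; Compound: 10 µM only; Times: 20 h compound treatment, 37 °C; Measured by: steady-glow luciferase luminescence, read after 15 min reagent incubation; Measure: percent activation versus DMSO; Control set: DMSO and mock-transfected background; Replicates: one test per compound.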
FXIIa inh mix – human factor XIIa inhibitors, primary screen, biochemical, pooled compound mixtures, fluorogenic substrate; 0.2% of 62,000 active; inhibition, % at 5 µM; Coagulation factor XII (Homo sapiens), P00748; purified FXIIa; in the data active = inhibition above about 20%, passing the limit was not always enough;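 note: 0% = enzyme without compound and 100% = no enzyme blank; some results filed as inactive read as strong as hits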
D1 mod – D1 CRE-luciferase signal change, two-sided – cell-based, HEK293 D1, dopamine EC30, D1 allosteric modulator project, primary screen; B-score at 10 µM; AID 641, 2007; 5.9% of 58,000 active; dopamine EC30 potentiation; actives deviate in either direction;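 active = luminescence count or its row- and column-corrected plate score outside the 99.7% band of the plate's sample wells, on either side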
Cdc25B inh – inhibitors of Cdc25B phosphatase catalytic domain, primary screen, biochemical, OMFP fluorescence | recombinant Cdc25B, OMFP fluorescence Ex485/Em525 | inhibition, %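 (compounds tested at 10 µM final in the well)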 | 0.1% of 65,000 active | AID 368, 2006; in the data active = inhibition above about 50%
Target sequence (P30305 whole entry, looked up, the tested form may be a part): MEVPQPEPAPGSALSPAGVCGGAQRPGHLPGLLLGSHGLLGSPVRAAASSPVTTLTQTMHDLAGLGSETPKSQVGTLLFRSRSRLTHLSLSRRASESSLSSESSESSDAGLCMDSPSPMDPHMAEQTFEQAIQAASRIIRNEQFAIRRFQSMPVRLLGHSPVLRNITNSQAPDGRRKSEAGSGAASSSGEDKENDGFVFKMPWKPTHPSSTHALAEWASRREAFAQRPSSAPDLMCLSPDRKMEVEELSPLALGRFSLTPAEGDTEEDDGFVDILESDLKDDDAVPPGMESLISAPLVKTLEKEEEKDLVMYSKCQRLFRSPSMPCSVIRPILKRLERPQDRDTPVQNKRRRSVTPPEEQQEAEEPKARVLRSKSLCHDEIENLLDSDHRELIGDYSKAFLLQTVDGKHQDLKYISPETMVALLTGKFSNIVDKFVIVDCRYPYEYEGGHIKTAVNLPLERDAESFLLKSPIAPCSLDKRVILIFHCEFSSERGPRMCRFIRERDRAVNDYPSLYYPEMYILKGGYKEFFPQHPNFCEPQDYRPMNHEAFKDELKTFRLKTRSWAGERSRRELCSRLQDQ
Hsp90 block – tumor Hsp90 inhibitors, primary screen, cell lysate, fluorescence polarization, NCI-N417 lysate; Heat shock protein HSP 90-alpha (Homo sapiens), P07900; Cy3B-geldanamycin FP displacement; inhibition, % at 30 µM; 0.35% of 64,000 active;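 active = inhibition above 50%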;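 note: 0% = tracer plus lysate wells and 100% = tracer alone without lysate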
* hit, by the source's call; nt = no result given.

SMILES | Her2 expr inh | TNAP act mid DEA | DUSP1 inh | RORA act | SF1 activator | FXIIa inh mix | D1 mod | Cdc25B inh | Hsp90 block
COc1ccc(-c2[nH]nc3c2C(c2ccncc2)C(C#N)=C(N)O3)cc1 (configuration not stated) | 93 | 0.6 | 6 | 4 | -8 | 12 | 0.34 | -13 | -1
CC1=C(C(=O)OCC2CCCO2)C(c2ccc(C)o2)C2=C(CC(c3ccc(F)cc3)CC2=O)N1 (configuration not stated) | 77 | 0.9 | 19 | -11 | 15 | 8 | -3.1* | -6 | -3
Cc1nccn1S(=O)(=O)c1ccc(Br)cc1Br | 157 | 0.9 | -3 | 0 | 17 | 0 | 0.21 | -17 | -4
O=C(NCCc1c[nH]c2ccccc12)c1ccc(-n2cnnn2)cc1 | 88 | 0.8 | 21 | -14 | -7 | 2 | 0.92 | -4 | -5
COC(=O)C1=C(C)N=C2SC(C)C(=O)N2C1c1cccs1 (configuration not stated) | 83 | 1 | -15 | -18 | 0 | nt | nt | 1 | -6
CCC(=O)N1c2ccccc2NC2=C(C(=O)CCC2)C1c1cccnc1 (configuration not stated) | 94 | 1 | -4 | -2 | -10 | -22 | 0.2 | -11 | -4
c1c(C2CCCCC2)n[nH]c1CN1CCCCC1 | 127 | 0.8 | 4 | 14 | 7 | 4 | -4.5 | -20 | 1
O=C(Nc1c(F)cc(F)cc1Br)C1CCCO1 (configuration not stated) | 107 | 0.9 | 18 | -11 | -2 | 13 | -0.066 | -8 | -2
O=C(CN1C(=O)COc2ccccc21)N1CCCc2ccccc21 | 83 | 1 | -28 | -14 | -18 | 6 | -0.44 | 1 | -1
O=C(c1cc2ncc(Br)cn2n1)N1CCN(C(=O)c2ccco2)CC1 | 74 | 1 | 9 | 21 | 0 | 0 | -0.46 | 3 | -6
Nc1ccc(SC(F)(F)F)cc1C(=O)c1ccccc1 | 97 | 0.8 | 8 | -14 | -16 | 12 | 14* | -9 | -2
COc1ccccc1NC(=O)Nc1nnc(C(C)C)s1 | 60 | 0.9 | -29 | 44 | 53* | 1 | nt | 25 | 1
CCOC(=O)N1CCN(S(=O)(=O)c2ccc(OCC(=O)OC)cc2)CC1 | 136 | 0.9 | 2 | 0 | -10 | -1 | 0.018 | -13 | -1
Cn1c(=O)c2c(nc(CN3CCN(c4ccc(F)cc4)CC3)n2Cc2ccccc2F)n(C)c1=O | 65 | 0.9 | 4 | 33 | 2 | 5 | 2.1 | -17 | 2
COc1ccc(CNc2oc(-c3ccccc3)nc2C#N)cc1 | 106 | 0.8 | -1 | -6 | 7 | 0 | 10* | 4 | -2
COc1cc2[nH]c(=O)n(CCC(=O)NC3CCCC3)c(=O)c2cc1OC | 75 | 1 | 8 | -7 | -7 | -6 | -0.021 | 2 | -2
Cc1c(Cc2ccccc2)c(=O)oc2c(CN(C)C)c(O)c(Cl)cc12 | 104 | 1.2 | 21 | -13 | 16 | 10 | -0.59 | -6 | 3
CS(=O)(=O)c1ccc2nc(NC(=O)CCC(=O)c3cccs3)sc2c1 | 68 | 0.9 | 19 | 4 | -2 | 6 | 1.1 | 4 | -6
CC(=O)NC1(c2ccccc2)CCN(Cc2nnnn2C(C)(C)C)CC1 | nt | 1 | 9 | -11 | 8 | 0 | -0.62 | -7 | nt
COc1ccc(-c2nnnn2C)cc1S(=O)(=O)NCc1ccccc1 | 127 | 0.9 | -16 | 4 | -4 | 3 | -0.71 | -6 | -7
COC(=O)c1[nH]c2ccccc2c1NS(=O)(=O)c1ccc(F)c(C)c1 | 92 | 0.9 | -34 | -5 | -3 | 0 | 0.28 | -9 | -4
CNS(=O)(=O)c1cccc(C(=O)OCC(=O)Nc2ccccc2OC(F)F)c1 | 109 | 1 | -8 | 11 | -3 | 0 | -0.055 | 3 | -3
O=C(Cn1c(=O)n(-c2ccccc2)c(=O)n1CC(=O)N1CCCCC1)N1CCCCC1 | 104 | 0.9 | 3 | 12 | -9 | -2 | -0.0045 | -7 | 1
O=C1CC(NCc2ccncc2)C(=O)N1c1ccccc1 (configuration not stated) | 107 | 1 | -4 | 18 | -14 | -2 | 0.86 | -15 | 0
CCSc1nnc(-c2ccccc2N)c(=O)[nH]1 | 75 | 0.9 | 7 | 16 | 37 | -3 | 0.56 | -3 | -2
O=C(O)CC1SC(=Nc2ccccc2)N(c2ccccc2)C1=O (configuration not stated) | nt | 0.9 | 0 | -18 | -7 | -24 | -0.59 | 5 | nt
O=C(c1cccc(S(=O)(=O)N2CCCC2)c1)N1CCN(c2ccccc2)CC1 | 84 | 1 | 15 | 0 | 29 | 3 | 0.15 | -22 | -11
Cc1cc(F)ccc1S(=O)(=O)Nc1c(C)n(C)n(-c2ccccc2)c1=O | 95 | 0.9 | 8 | 7 | 11 | 13 | 5* | 5 | -2
O=C(NCCCn1ccnc1)c1ccc(Cl)c(S(=O)(=O)N2CCOCC2)c1 | 108 | 1 | -2 | -18 | 3 | 2 | -1.2 | -3 | -1
COc1ccc(OC)c(S(=O)(=O)N2CCC(C(=O)Nc3cccc(C(F)(F)F)c3)CC2)c1 | 44 | 1 | 3 | -4 | -5 | -1 | -1.1 | -9 | 2
COc1ccccc1CNC(=O)C1CCCN(S(=O)(=O)c2cccc3cccnc23)C1 (configuration not stated) | 86 | 0.9 | -4 | -5 | -8 | 6 | -0.15 | 8 | -4
CCOC(=O)Nc1ccc2c(c1)N(C(=O)OCCN(C)C)c1ccccc1CC2 | 84 | 0.9 | 3 | -2 | 8 | 3 | -0.8 | -12 | 46
CCOC(=O)C1CCCN(C(=O)C2c3ccccc3Oc3ccccc32)C1 (configuration not stated) | 98 | 0.9 | 8 | -10 | -5 | 10 | 1.2 | -13 | -2
Cc1ccc(S(=O)(=O)N2CCN(C(=O)CN3CCOCC3)C2c2ccccc2)cc1 (configuration not stated) | 115 | 1 | 14 | 5 | 20 | -16 | 0.43 | -9 | -3
Fc1ccc(-c2nnn(Cc3nc4ccccc4s3)n2)cc1 | 89 | 0.9 | -2 | -3 | 10 | 20 | 1.5 | 6 | -4
Cc1nnc(SCC(=O)Nc2ccccc2)n1CCc1ccccc1 | 121 | 1 | 0 | 0 | -1 | 0 | nt | -2 | 0
COc1ccc(-c2cc(=O)oc3c(C)c(OCc4nn[nH]n4)ccc23)cc1 | 102 | 0.9 | 8 | -17 | -7 | 6 | nt | -29 | -5
O=C(NCc1ccco1)c1ccc(CS(=O)(=O)c2cccc(C(F)(F)F)c2)o1 | 108 | 0.9 | 25 | 10 | 6 | -1 | 0.93 | -4 | -5
CCC(C(=O)NC1CCCC1)N(C(=O)Cn1nnc(-c2ccc(C)o2)n1)C(C)(C)C (configuration not stated) | 99 | 0.9 | -4 | -8 | 2 | 15 | 0.18 | 0 | 0
CCOc1ccccc1N(CC(=O)NC1CCCC1)C(=O)CCC(=O)Nc1cc(C)on1 | 79 | 0.9 | 30 | -13 | 16 | 4 | -0.014 | 0 | -4
O=C(Nc1nc(SCc2ccc(F)cc2)ns1)c1ccco1 | 79 | nt | 12 | 4 | 15 | nt | -0.66 | -4 | -4
COCCn1nnnc1C(c1ccc(C)cc1)N1CCN(Cc2ccc3c(c2)OCO3)CC1 (configuration not stated) | 86 | 0.9 | 30 | -9 | 7 | 4 | -0.099 | -11 | -2
Cc1cc(Cl)cc(Br)c1OCCCCn1cncn1 | 101 | 1 | -3 | -14 | 0 | 1 | -0.65 | -11 | 3
COc1cc(S(=O)(=O)N2CCOCC2)ccc1NC(=O)c1cc2c(s1)CCC2 | 167 | 0.9 | 9 | 5 | -21 | 5 | nt | -14 | nt
CCCCC(=O)N(c1ccc(OC)cc1)C1C=CS(=O)(=O)C1 (configuration not stated) | 120 | 1 | 5 | 11 | 1 | 5 | -0.42 | 2 | -3
N#CC(=C1CCCC1)c1nc(-c2ccccc2O)cs1 | 93 | 0.9 | 8 | 36 | 13 | -1 | -0.69 | -14 | nt
CC1CCCC(NC(=O)CSc2nccn2C)C1C (configuration not stated) | 76 | 0.9 | 0 | 5 | -6 | 4 | -0.29 | -8 | nt
CCOC(=O)CSc1nnc(CNC(=O)c2cccs2)n1CCc1ccccc1 | 84 | 0.9 | 1 | -5 | 14 | 6 | 1.2 | -12 | -2
Cc1[nH]c(=O)[nH]c(=O)c1S(=O)(=O)N1CCOCC1 | 82 | 1 | -5 | 5 | 2 | 8 | -0.5 | -11 | -2
Cc1cc(Cl)c2c(c1)[C@]1(C(=O)N2)[C@@H]2C(=O)N(Cc3ccccc3)C(=O)[C@@H]2[C@@H]2CCCN21 | 59 | 1 | 8 | -9 | 19 | 3 | 0.019 | 2 | -10

Next section.
SMILES | Her2 expr inh | TNAP act mid DEA | DUSP1 inh | RORA act | SF1 activator | FXIIa inh mix | D1 mod | Cdc25B inh | Hsp90 block
CCCOC(=O)c1ccc(OCC(O)Cn2c(C)nc3ccccc32)cc1 (configuration not stated) | 102 | 1 | 2 | -40 | -36 | 5 | -3.2* | -14 | -3
Cc1cccc(NC(=O)CCN2C(=O)C3C4C=CC(C4)C3C2=O)n1 (configuration not stated) | 91 | 1 | 1 | 2 | -11 | 9 | 0.03 | -2 | 3
CCOC(=O)Cn1c(C)c(Br)c(=O)c2cccc(C)c21 | 152 | 1 | 16 | 19 | -10 | 10 | -0.22 | -16 | 1
COC(=O)Nc1ccc(C)c(NC(=O)OC)c1 | 96 | 0.9 | 7 | -5 | 11 | -2 | 0.098 | -26 | -3
CC1CN(c2nc3ccccc3nc2C(C#N)C(=O)NCc2ccc3c(c2)OCO3)CC(C)O1 (configuration not stated) | 66 | 0.8 | 1 | 0 | -9 | -1 | 0.28 | -1 | -1
O=C(NC12CC3CC(CC(C3)C1)C2)N1CCN(c2ccccn2)CC1 | 68 | 1 | 3 | 7 | -9 | -12 | 0.83 | -6 | -2
C#CCOC(=O)C1C2C=CC(C2)C1C(=O)O (configuration not stated) | 91 | 0.9 | 1 | -26 | -15 | 10 | -0.45 | -9 | -1
COc1ccc(C2=NO[C@@H]3C(=O)N(c4c(C)cccc4C)C(=O)[C@H]23)cc1OC | 119 | 1 | -5 | -3 | 12 | -2 | 0.14 | 5 | 74*

Molecules listed so far that have a cyano group (4):
SMILES | Her2 expr inh | TNAP act mid DEA | DUSP1 inh | RORA act | SF1 activator | FXIIa inh mix | D1 mod | Cdc25B inh | Hsp90 block
COc1ccc(-c2[nH]nc3c2C(c2ccncc2)C(C#N)=C(N)O3)cc1 (configuration not stated) | 93 | 0.6 | 6 | 4 | -8 | 12 | 0.34 | -13 | -1
COc1ccc(CNc2oc(-c3ccccc3)nc2C#N)cc1 | 106 | 0.8 | -1 | -6 | 7 | 0 | 10* | 4 | -2
N#CC(=C1CCCC1)c1nc(-c2ccccc2O)cs1 | 93 | 0.9 | 8 | 36 | 13 | -1 | -0.69 | -14 | nt
CC1CN(c2nc3ccccc3nc2C(C#N)C(=O)NCc2ccc3c(c2)OCO3)CC(C)O1 (configuration not stated) | 66 | 0.8 | 1 | 0 | -9 | -1 | 0.28 | -1 | -1
